EWS-Fli inh: inhibitors of EWS/Fli oncoprotein transcriptional activity. A673 NR0B1-luciferase reporter, viability-normalised. inhibition, % at 12.6 µM. 350,000 tested, 0.67% active. AID 651661;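 active = mean inhibition of at least 50% after viability correction, with every replicate also passing that limit; inconclusive = mean reaches 50% but only one of two replicates passes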;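 note: firefly luciferase signal divided by Alamar Blue viability fluorescence both relative to DMSO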
Xi reactivation: activators of X-chromosome reactivation in mouse fibroblasts | activation, % at 7.58 µM | XiGFP mouse fibroblasts, % GFP-positive cells imaging, 3 d; cells co-treated with 5-aza-dC sensitizer; scaled so ellipticine positive control = 100% | 360,000 tested, 0.055% active;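 active = mean normalized replicate activation at least 10% and every replicate at or above 10%; inconclusive = only one of the two criteria met; inactive = mean below 10% and not all replicates reach 10%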;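 note: 0% = median of on-plate neutral control wells and 100% = ellipticine 6 µM median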
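Material: SV40-immortalized XiGFP fibroblast cells, line 68-5-11 | Buffer or medium: DMEM containing 5-aza-dC | Dosing: One concentration, pinned | Times: 3 d treatment, 15 min room-temperature fixation | Controls: Ellipticine 6 µM positive control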
DENV2 CPE rescue: DENV2-induced cell death inhibition; DENV2-infected cells, cytopathic effect rescue, plate reader; CPE inhibition, % at 9.99 µM; 350,000 tested, 1.7% active; in the data active = CPE inhibition above about 20%, passing the limit was not always enough; inconclusive = no clear call, values can overlap the other calls; tested in BHK-21 cells;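 note: 0% = median of neutral control wells and 100% = median of positive control wells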
GSIS activator: primary screen for activators of insulin secretion dependent on glucose, INS-1E cells, GLuc reporter luminescence; 370,000 tested, 0.61% active; activation, % at 16.6 µM; INS-1E GLuc reporter insulin secretion, 2-3 h; AID 743287;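 active = lowest replicate activation of at least 40%, so every replicate reaches that level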;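 note: 0% = median of neutral control wells and 100% = median of IBMX positive control wells; some compounds called inactive have numbers as strong as hits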
ERp5 block: blocks human ERp5 reductase activity on insulin | Q15084 | ERp5 insulin aggregation, absorbance 650 nm, 90 min | inhibition, % at 9.99 µM | 350,000 tested, 0.05% active;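 active = mean replicate inhibition above about 25%, with every replicate also reaching it, limit read from the data, passing the limit was not always enough; inconclusive = only one of those two criteria met; inactive = neither criterion met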
Target sequence (Q15084 whole entry, looked up): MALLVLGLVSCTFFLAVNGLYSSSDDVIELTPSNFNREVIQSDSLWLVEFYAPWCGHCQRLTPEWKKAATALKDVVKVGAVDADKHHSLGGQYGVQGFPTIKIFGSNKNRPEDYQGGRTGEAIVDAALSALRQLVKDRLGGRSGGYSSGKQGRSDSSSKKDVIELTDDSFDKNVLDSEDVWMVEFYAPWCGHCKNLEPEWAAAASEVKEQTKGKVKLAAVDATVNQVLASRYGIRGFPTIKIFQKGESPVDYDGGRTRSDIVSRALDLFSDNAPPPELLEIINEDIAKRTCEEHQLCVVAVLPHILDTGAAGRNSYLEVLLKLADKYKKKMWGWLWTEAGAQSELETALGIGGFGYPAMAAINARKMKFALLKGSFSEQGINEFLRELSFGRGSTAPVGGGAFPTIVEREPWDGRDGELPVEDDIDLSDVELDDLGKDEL
ARNT TACC3 PPI: disrupts binding between human ARNT and TACC3; Q9Y6A5; AlphaScreen His-ARNT PAS-B/GST-TACC3 binding, luminescence; TACC3 fragment carries E629A point mutation; inhibition, % at 9.99 µM; 390,000 tested, 0.66% active;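 active = mean inhibition of replicates at least 50% and at least half of replicates each reaching 50%; inconclusive = half or more replicates reach 50% but mean below 50%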;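 note: 0% = complete ARNT plus TACC3 wells and 100% = ARNT alone without TACC3; many hits fall short of the cut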
PAX8 reporter: inhibitors of PAX8 transcriptional activity in RMG-I cells. inhibition, % at 12.6 µM. 360,000 tested, 1.2% active. RMG-I TPO-luciferase reporter, SteadyGlo, 24 h. AID 652154;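 active = mean replicate inhibition at least 60% with every replicate also reaching 60%; inconclusive = only one of the two criteria is met; inactive = mean below 60% and not all replicates reaching 60%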;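 note: luciferase light reporting Pax8 driven TPO promoter activity; plate controls were median of neutral control wells for no effect and mitoxantrone controls for full effect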
CFTR F508del cor: correctors of CFTR F508del function in bronchial epithelial cells. 350,000 tested, 0.36% active. activity (quench increase), % at 7.58 µM. CFBE cells, YFP halide quenching; stimulated with forskolin plus potentiator P3; % fluorescence drop versus neutral controls;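 active = mean added fluorescence quench of at least 8% versus neutral control, with both replicates also reaching 8%; inconclusive = only one of the mean or replicate conditions met; inactive = mean below 8% and not both replicates reaching 8%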;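 note: cells transiently co-express mutant CFTR-F508del with the halide-sensitive YFP; corrector assay measuring rescue of mutant channel to the surface after 24 h compound exposure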
Starred values were filed as active, the others as inactive; ? = inconclusive; . = not tested or not shown; & = joins results of further samples.

The first 2 compounds as a preview:
SMILES | EWS-Fli inh | Xi reactivation | DENV2 CPE rescue | GSIS activator | ERp5 block | ARNT TACC3 PPI | PAX8 reporter | CFTR F508del cor
Cc1cccc(C(=O)OCC(=O)Nc2sccc2C(N)=O)c1C | -8 | 0.1 | 0 | 28 | 1 | . | 8 | -0.8
CCOc1cc(/C=N/NC(=O)CSc2nncn2C)ccc1OCC(N)=O | 15 | 0.2 | -6 | -15 | 2 | -8 | 29 | 0.3

All compounds of this part, from the first entry:
SMILES | EWS-Fli inh | Xi reactivation | DENV2 CPE rescue | GSIS activator | ERp5 block | ARNT TACC3 PPI | PAX8 reporter | CFTR F508del cor
Cc1cccc(C(=O)OCC(=O)Nc2sccc2C(N)=O)c1C | -8 | 0.1 | 0 | 28 | 1 | . | 8 | -0.8
CCOc1cc(/C=N/NC(=O)CSc2nncn2C)ccc1OCC(N)=O | 15 | 0.2 | -6 | -15 | 2 | -8 | 29 | 0.3
C[C@@H]1CCCCO[C@@H](CN(C)S(=O)(=O)c2cccs2)[C@H](C)CN([C@@H](C)CO)C(=O)c2cc(NC(=O)CCC(F)(F)F)ccc2O1 | -8 | 0.0 | -3 | -11 | -6 | . | -18 | -0.5
C=CCOc1c(Br)cc(CNn2c(C)n[nH]c2=S)cc1OCC | 13 | 0.0 | -1 | 7 | 2 | 6 | -1 | -0.9
Clc1ccc(SCCOCCN2CCOCC2)cc1 | 4 | 0.0 | -3 | 12 | 0 | -5 | -2 | 1.1
Cn1c(=O)c2c(nc(CN3CCN(Cc4ccccc4)CC3)n2Cc2ccc(F)cc2)n(C)c1=O | 5 | 0.2 | -5 | . | -1 | 0 | 22 | -0.5
Cc1ccc(CSc2nnc(CCNC(=O)OC(C)(C)C)o2)cc1 | -1 | 0.0 | 4 | . | . | -8 | -27 | -1.7
C[N+]1(CC(=O)NNc2c3ccccc3nc3ccccc23)CCOCC1 | -10 | 0.5 | 0 | 0 | 0 | . | 8 | -0.3
COc1ccc(Cc2nnc(NC(=O)Nc3ccc(C)cc3)s2)cc1OC | -102 | 0.0 | -4 | 10 | 2 | 16 | -43 | 0.3
CCOc1ccc(OCCCC(=O)Nc2cc(S(=O)(=O)N3CCOCC3)ccc2N2CCOCC2)cc1 | 1 | -0.1 | 1 | -23 | 8 | 7 | 9 | 1.2
N#Cc1cccc(-c2ccc([C@H]3[C@@H](CO)N4CCCCN(S(=O)(=O)c5ccccc5)C[C@H]34)cc2)c1 | 8 | 0.0 | 4 | -22 | 3 | 12 | -2 | 2.4
CCC1(c2ccc(F)cc2)NC(=O)N(CC(=O)N2c3ccccc3NC(=O)CC2C)C1=O (stereo not drawn) | -5 | 0.2 | 4 | . | -4 | 4 | 5 | -4.6
Cc1ccc(S(=O)(=O)N[C@@H]2CC[C@@H](CCNC(=O)C3CCCC3)O[C@@H]2CO)cc1 | 7 | 0.1 | 7 | 7 | 6 | -1 | 7 | -0.3
O=C(Nc1ccccc1F)N[C@H]1CC[C@@H](CCNC(=O)C2CC2)O[C@H]1CO | 2 | 0.4 | 0 | 3 | -2 | -1 | . | 4.1
COc1ccccc1NC(=O)c1ccc(NC(=O)COC(=O)CC(NC(=O)c2ccccc2Cl)c2ccccc2)cc1 (stereo not drawn) | 14 | 0.1 | 0 | 0 | 3 | -24 | -14 | .
COc1ccc(NC(=O)N[C@@H]2CC[C@H](CCNS(=O)(=O)c3cccc(Cl)c3)O[C@H]2CO)cc1 | -1 | 0.2 | 12 | -1 | -4 | . | -14 | 3.9
CC(=O)Oc1ccc(Cn2c(C)c(C(=O)NCc3cccc(C(F)(F)F)c3)sc2=O)cc1 | -6 | 0.0 | -4 | -28 | -4 | . | 20 | -2.1
Cc1cc(=O)[nH]c(N/N=C/c2ccc(Cl)c([N+](=O)[O-])c2)n1 | -5 | 0.0 | 15 | 4 | -1 | 2 | 2 | -0.5
N#Cc1c(SCC(=O)Nc2nccs2)sc2c(O)cc(=O)[nH]c12 | -17 | 0.5 | -2 | 1 | -1 | . | 5 | 1.1
O=C(NCCN1CCOCC1)C1CCN(c2nc3ccccc3o2)CC1 | 1 | . | . | 8 | 7 | 1 | . | -0.8
O=C(Cn1ncc2c(=O)oc3ccccc3c21)NCCCN1CCCC1=O | -1 | 0.3 | -9 | -2 | 2 | 2 | -14 | -1.2
COc1ccc(-c2ccc3c(c2)[C@H]2[C@H](CCN2S(=O)(=O)c2ccccc2C)[C@H](CO)N3)cc1 | -2 | 0.0 | . | 2 | . | -11 | ? | 0.6
CNC(=O)c1[nH]cnc1C(=O)N[C@@H](C)C(=O)OCc1ccccc1 | -11 | 0.1 | 1 | 26 | 1 | 13 | -15 | 1.7
CCN(C(=O)COC(=O)c1sccc1C)c1c(N)n(Cc2ccccc2)c(=O)[nH]c1=O | 2 | 0.2 | 4 | 1 | 1 | -25 | 6 | -1.0
CC(C)CNC(=O)c1cccc2c(-c3cccnc3)coc12 | -26 | -0.1 | -7 | 17 | 2 | . | -30 | -1.5
Other entries:
SMILES | EWS-Fli inh | Xi reactivation | DENV2 CPE rescue | GSIS activator | ERp5 block | ARNT TACC3 PPI | PAX8 reporter | CFTR F508del cor
COc1cccc(C(=O)Nc2ccc(N3CCN(C(=O)c4cccs4)CC3)cc2)c1 | 49 | 0.0 | -2 | -4 | 3 | -3 | 47 | 4.0
CC(=O)N1CC[n+]2c(-c3ccc([N+](=O)[O-])cc3)csc21 | -18 | 0.0 | -1 | . | . | 4 | 17 | -1.1
CC(C)C(=O)NC(Nc1cc(C(F)(F)F)ccc1Cl)C(Cl)(Cl)Cl (stereo not drawn) | . | 0.0 | . | -9 | . | -2 | -8 | .
C[C@H](CO)N1C[C@H](C)[C@@H](CN(C)Cc2ccccc2)Oc2ccc(NC(=O)NC3CCCCC3)cc2CC1=O | 5 | 0.0 | -10 | -18 | 2 | -19 | 5 | -0.3
CCN(CC)S(=O)(=O)c1ccc(OC)c(NC(=O)OCc2ccccc2)c1 | 6 | 0.0 | 3 | -18 | 6 | -5 | -18 | 0.8
C[C@@H]1CN([C@@H](C)CO)C(=O)CCCn2nncc2CO[C@H]1CN(C)C | -6&-7 | 0.1&0.1 | -5&-11 | 1&-1 | 1&3 | 5 | -3&5 | -0.8&-0.5
C[C@@H]1CCCCO[C@H](CN(C)Cc2ccncc2)[C@@H](C)CN([C@H](C)CO)C(=O)c2cc(NC(=O)Nc3ccccc3)ccc2O1 | . | 0.2 | -1 | -5 | -3 | -13 | -1 | 0.2
CN(C(=O)c1ccc(NC(=O)Cc2cccc(NC(=O)C3CCN(C(=O)C4CCCC4)CC3)c2)cc1)C1CC1 | -25 | 0.1 | 0 | 6 | -1 | -5 | -16 | 3.1
CNC[C@H]1Oc2ccc(NS(C)(=O)=O)cc2CC(=O)N([C@H](C)CO)C[C@H]1C | 1 | -0.1 | -4 | 10 | . | . | -2 | -6.6
COc1ccc(CN(C)C[C@H]2OCCCC[C@H](C)Oc3ccc(NC(=O)Cc4ccccc4)cc3C(=O)N([C@H](C)CO)C[C@@H]2C)cc1 | -1 | 0.0 | -9 | 2 | . | 3 | -19 | 4.2
COc1c(C)cc(C(O)c2ncc(-c3ccc(Cl)cc3)[nH]2)cc1C (stereo not drawn) | 3 | 0.1 | -6 | -29 | -1 | . | 23 | -1.4
O=C(Nc1ccc([N+](=O)[O-])cc1)c1cncc(Br)c1 | -15 | 0.0 | 9 | -1 | 7 | -2 | -27 | -1.6
CC1(c2nnnn2Cc2ccccc2)CCC(=O)N1CCCn1ccnc1 (stereo not drawn) | -7 | 0.1 | 26* | 14 | -3 | . | -9 | 1.2
CN(C)C(=O)c1ccc(-c2ccc([C@H]3[C@@H](CO)N4CCCCN(S(C)(=O)=O)C[C@H]34)cc2)cc1 | . | 0.1 | 2 | 14 | 3 | -11 | -14 | -0.7
Cc1ccccc1-c1nc(CS(=O)CC(=O)NCc2ccccc2)c(C)o1 (stereo not drawn) | -2 | 0.1 | 2 | . | 2 | 5 | 0 | 3.1
Cc1cc(N)n(-c2ccc(S(N)(=O)=O)cc2[N+](=O)[O-])n1 | 0 | 0.0 | 0 | -2 | -2 | 1 | 8 | 2.5
Cc1onc(-c2c(F)cccc2Cl)c1C(=O)NCc1ccc(S(N)(=O)=O)cc1 | 1 | 0.1 | -4 | -5 | 0 | -9 | -10 | 1.2
COc1cc(C(=O)NC2CCN(C)CC2)ccc1Nc1ncc2c(n1)N(C1CCCCC1)CCC(=O)N2C | 76* | 0.6 | -41 | 14 | -1 | 12 | -212 | -2.2
COc1ccc(N2CCN(C3CCCN(C(=O)c4cccc(C)n4)C3)CC2)cc1 (stereo not drawn) | . | 0.0 | 2 | 14 | 1 | 21 | -5 | 2.1
COc1ccc(S(=O)(=O)N2CC[C@@H]3[C@@H](CO)Nc4ccc(-c5ccc(C#N)cc5)cc4[C@@H]32)cc1 | 60* | 0.4 | 7 | -7 | -1 | -13 | 63* | 9.7*
N#C[C@H]1[C@@H](c2ccccc2-c2cccc(F)c2)[C@H](CO)N1S(=O)(=O)c1cccc(F)c1 | -2 | 0.0 | -3 | -8 | 1 | . | . | 2.4
COc1cccc(CNC(=O)CCC2CCCN(C(=O)c3cc4ccccc4o3)C2)c1 (stereo not drawn) | -53 | -0.1 | 14 | -7 | 2 | 3 | -52 | -0.8
COc1ccc(S(=O)(=O)N(C)C[C@H]2OCCCC[C@H](C)Oc3ccc(NS(=O)(=O)c4cn(C)cn4)cc3C(=O)N([C@H](C)CO)C[C@H]2C)cc1 | . | -0.1 | 8 | 10 | 0 | -4 | -5 | -0.7
C[C@H](CO)N1C[C@H](C)[C@H](CN(C)S(=O)(=O)c2cn(C)cn2)Oc2ccc(NC(=O)CCCN(C)C)cc2CC1=O | -9 | 0.4 | -5 | 3 | -6 | . | -33 | -2.0
COc1ccc(S(=O)(=O)Nc2ccc3c(c2)C(=O)N([C@@H](C)CO)C[C@@H](C)[C@H](CN(C)C(=O)CCCN(C)C)OCCCC[C@H](C)O3)cc1 | -8&-13 | 0.0 | -3&-20 | 7&5 | -6&-2 | 1 | 3&0 | 3.0&-0.5
Further compounds follow.
SMILES | EWS-Fli inh | Xi reactivation | DENV2 CPE rescue | GSIS activator | ERp5 block | ARNT TACC3 PPI | PAX8 reporter | CFTR F508del cor
COc1cccc(CNC(=O)c2ccc(Cl)c(NC3=NC4CS(=O)(=O)CC4S3)c2)c1 (stereo not drawn) | 0 | 0.0 | 3 | -1 | 5 | -3 | -14 | 2.7
O=C(CCN1C(=O)C2C3CCC(C3)C2C1=O)Nc1ccc(Cl)cc1Cl (stereo not drawn) | -17 | -0.1 | 15 | 5 | 2 | -7 | 13 | 2.1
COc1ccc2nc(-n3c(O)c(C4=c5ccccc5=NC4=O)[nH]c3=S)sc2c1 | -11 | 0.0 | 1 | -6 | -8 | -25 | -1 | -1.7
COc1cc(/C=N/NC(=O)c2nc(-c3ccccc3)n(-c3ccccc3)n2)ccc1O | . | 0.0 | . | -7 | . | 5 | 7 | .
O=C(Nc1nccs1)c1ccc(Cl)nc1 | -18 | 0.0 | ? | -13 | -5 | -19 | -39 | 1.3
O=C(Cc1ccc([N+](=O)[O-])cc1)N1CCN=C1SCc1ccccc1 | 0 | -0.1 | -5 | 3 | 4 | -5 | 11 | .
COc1cc(/C=N/N2CCN(c3ccccc3)CC2)cc(OC)c1OC(C)=O | -14 | 0.0 | 0 | -1 | 1 | 12 | -2 | -2.3

Compounds as they come; about 4.2% have a hit in one of these screens.
